# bIAP inhibitor = bovine intestinal alkaline phosphatase inhibitors, primary screen, selectivity assay for TNAP inhibitor project, biochemical, bovine IAP, CDP-star luminescence. alkaline phosphatase, intestinal [Bos taurus]. purified bovine IAP, 30 min. inhibition, % at 20 µM. 190,000 tested, under 10 active. AID 1019, 2008;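 active = over 50% inhibition of intestinal alkaline phosphatase at 20 µM in the single-dose screen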
#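 System: purified bovine intestinal alkaline phosphatase (IAP) enzyme; Input: IAP diluted 1/65,000,000 in the well; Measured by: CDP-star luminescence signal; Compound dosing: 20 µM single dose; Incubation: 30 min reaction at room temperature.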
# APP transl inh = inhibitors of APP translation via 5'UTR reporter, primary screen, APP 5'UTR luciferase, SH-SY5Y cells; 0.82% of 190,000 active; inhibition, % at 2 µM; SH-SY5Y APP 5'UTR-luciferase reporter, luminescence;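 active = inhibition above a set limit, derived from the sample mean plus 3 SD, cut at about 45% in these data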; note: values of inactives mirror those of a sister screen read the other way
# TNAP act hi DEA = TNAP activators at high phosphate acceptor level, primary screen, biochemical, luminescence, uHTS | Alkaline phosphatase, tissue-nonspecific isozyme (Homo sapiens), P05186 | purified TNAP, CDP-star luminescence, 1 M DEA, 30 min; active compounds read high; 0 = EDTA background, 1 = DMSO-only activity | 200,000 tested, under 10 active | activation factor at 20 µM;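 active = activation factor at least 2 at 20 µM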
# Target sequence (P05186 whole entry, looked up): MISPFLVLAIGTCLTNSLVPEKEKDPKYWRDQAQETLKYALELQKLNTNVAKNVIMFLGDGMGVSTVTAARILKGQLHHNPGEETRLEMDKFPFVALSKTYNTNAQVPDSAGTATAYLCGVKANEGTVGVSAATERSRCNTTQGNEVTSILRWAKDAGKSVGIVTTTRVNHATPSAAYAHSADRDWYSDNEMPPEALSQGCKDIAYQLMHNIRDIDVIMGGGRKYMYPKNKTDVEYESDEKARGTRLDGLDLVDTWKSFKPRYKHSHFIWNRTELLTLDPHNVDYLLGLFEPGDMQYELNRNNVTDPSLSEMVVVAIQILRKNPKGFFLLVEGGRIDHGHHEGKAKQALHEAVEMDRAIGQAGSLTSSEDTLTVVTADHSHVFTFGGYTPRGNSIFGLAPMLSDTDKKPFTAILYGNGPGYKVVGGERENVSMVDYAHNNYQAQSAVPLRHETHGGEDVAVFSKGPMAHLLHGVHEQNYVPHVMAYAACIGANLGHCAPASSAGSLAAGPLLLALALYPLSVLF
#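 Dosing: 20 µM single point. System: human TNAP. Amount: TNAP 1/800 final. Incubation: 30 min, room temperature. Read-out: TNAP activation factor scaled between EDTA and DMSO control wells. Signal: luminescence from CDP-star hydrolysis. Medium: 1 M DEA, pH 9.8, Mg2+, Zn2+. Control set: EDTA negative control, DMSO positive control.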
# TNAP inh hi DEA = human TNAP enzyme inhibitors, primary screen, biochemical, luminescent, high phosphate acceptor level, uHTS | purified TNAP, CDP-star luminescence, 1 M DEA | inhibition, % at 20 µM | 0.03% of 200,000 active;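 active = over 50% inhibition of tissue-nonspecific alkaline phosphatase at 20 µM in the single-dose screen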;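 note: plate controls were DMSO wells for no effect and EDTA-quenched wells as full inhibition for full effect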
# FLuc act counter = FLuc activators, initial screening, artefact control for FLuc-dependent activation tests, biochemical, ATPlite luminescence; ATPlite luciferase biochemical, 10 min; 0 = ATP-free wells, 1 = DMSO control; 200,000 tested, under 10 active; AID 1027, 2008; activation factor at 10 µM;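 active = luciferase activation factor, scaled between plate controls, of at least 2 with compound at 10 µM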
# Target sequence (P08659 whole entry, looked up): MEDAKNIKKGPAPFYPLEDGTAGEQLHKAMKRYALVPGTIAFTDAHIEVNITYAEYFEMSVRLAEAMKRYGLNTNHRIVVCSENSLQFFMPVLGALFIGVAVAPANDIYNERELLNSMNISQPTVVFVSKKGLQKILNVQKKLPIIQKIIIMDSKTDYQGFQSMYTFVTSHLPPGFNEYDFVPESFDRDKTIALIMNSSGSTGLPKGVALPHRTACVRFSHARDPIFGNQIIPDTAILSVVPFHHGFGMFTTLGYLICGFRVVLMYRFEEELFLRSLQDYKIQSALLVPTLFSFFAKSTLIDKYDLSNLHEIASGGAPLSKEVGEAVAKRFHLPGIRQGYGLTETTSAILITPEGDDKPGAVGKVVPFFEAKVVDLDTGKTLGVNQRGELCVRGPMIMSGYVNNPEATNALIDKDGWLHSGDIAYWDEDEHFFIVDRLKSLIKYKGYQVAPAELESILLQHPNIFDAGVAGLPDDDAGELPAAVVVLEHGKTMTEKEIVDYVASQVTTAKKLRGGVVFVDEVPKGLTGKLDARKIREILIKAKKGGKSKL
#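 System: cell-free luciferase reagent; medium: PBS as buffer for the ATP substrate; doses: test compounds dosed from 2 mM stocks in 100% DMSO; incubation: 10 min, room temperature; measured by: luminescence from luciferase reaction; read-out: luciferase activation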
# FLuc inh counter = firefly luciferase enzyme inhibitors, primary screen, artefact control for luciferase-based inhibitor screens, biochemical, luminescence, ATPLite. AID 1006, 2008. 10 min. inhibition, % at 10 µM. Luciferin 4-monooxygenase (Photinus pyralis), P08659. 1.5% of 200,000 active;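 active = inhibition above about 50% when tested at 10 µM, limit read from the data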
# L major viab = Leishmania major promastigote growth inhibition, primary screen | inhibition, % at 10 µM | 9% of 200,000 active | Leishmania major promastigotes, resazurin fluorescence viability | AID 1063, 2008; in the data active = inhibition above about 50%;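 note: promastigotes grown with compound for 44 hours at 28 °C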
# bIAP activator = bovine intestinal alkaline phosphatase activators, primary screen, biochemical, bovine IAP, CDP-star luminescence. alkaline phosphatase, intestinal [Bos taurus]. purified bovine IAP, 30 min; active compounds read high; fold of DMSO-control signal, blank-subtracted. AID 1016, 2008. 0.17% of 200,000 active. activation factor at 20 µM;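 active = activation factor of 2 or more at 20 µM, a signal rise over negative controls twice the positive control's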
# TNAP inh no acc = human TNAP enzyme inhibitors, primary screen, biochemical, luminescent, no phosphate acceptor, uHTS; Alkaline phosphatase, tissue-nonspecific isozyme (Homo sapiens), P05186; purified TNAP, CDP-star luminescence, 30 min; inhibition, % at 20 µM; 0.26% of 200,000 active;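 active = tissue-nonspecific alkaline phosphatase inhibition above about 50% at 20 µM in the single-dose screen, limit read from the data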;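 note: 0% = DMSO negative control and 100% = EDTA positive control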
# RAM inhibit = inhibitors of the yeast RAM network, primary screen, dse1pr::URA3 reporter, 5-FOA selection; inhibition, % at 50 µM; S. cerevisiae dse1pr::URA3 reporter, 5-FOA growth OD615, 2 d; analog-sensitive cbk1-as2 kinase mutant strain; 1.8% of 190,000 active;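 active = inhibition above a set limit, 3 SD over mean compound inhibition, cut at about 8.4% in these data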;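 note: 0% = DMSO-only wells with no growth and 100% = 10 µM 1-NA-PP1 full growth; inhibition rescues growth on 5-FOA so higher OD means more RAM inhibition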
# * marks the source's active call; other numbers are inactive results; x = no result given.
SMILES,bIAP inhibitor,APP transl inh,TNAP act hi DEA,TNAP inh hi DEA,FLuc act counter,FLuc inh counter,L major viab,bIAP activator,TNAP inh no acc,RAM inhibit
Cc1cc(C)cc(NC(=O)C(NCC2CCCO2)c2ccccc2)c1 (stereo not given),-2,-24,1,-2,1,0,-1,1,0,0.5
CC(NC(=O)CCNS(=O)(=O)c1ccc2c(c1)c(=O)n(C)c(=O)n2C)c1ccccc1 (stereo not given),7,8,1,-2,1.1,-6,3,0.9,-1,0.8
Cc1nn(CCC#N)c(NC(=O)c2ccc(Cl)cc2Cl)c1P(=O)(Nc1ccc([N+](=O)[O-])cc1)N1CCOCC1 (stereo not given),0,5,1,0,1.1,-5,-2,1,-6,0.7
O=C(NC(=S)Nc1ccc(CN2CCCCC2)cc1)c1ccco1,26,9,1.1,-5,1,2,28,0.7,12,1.4
CCC(C)NC(=O)C(Sc1ccccc1)c1ccccc1 (stereo not given),8,-59,1.1,-8,1,-3,-4,0.9,-10,1.8
CCOC(=O)c1cc(C#N)c(N2CCN(c3ccc(OC)cc3)CC2)[nH]c1=O,-10,-8,1,-4,1,-4,-2,1.1,-7,0.1
C=CCNc1nc(NCCO)nc(N2CCCC2)n1,12,15,1,-3,1,0,9,0.9,-7,2.1
CC(C)(C)NC(=O)c1c(F)c(F)c(F)c(F)c1F,0,6,1,-5,1,-3,-6,1,-13,-0.4
N=c1c2c(-c3ccccc3)c(-c3ccccc3)n(Cc3ccco3)c2ncn1CCCn1ccnc1,-6,18,1.1,-6,1,-3,100*,1.1,-166,-0.4
CCn1c(C(=O)NC(C)c2ccc3c(c2)OCCO3)cc2sccc21 (stereo not given),3,3,1,-3,1,0,8,1,-20,2.2
CC(C)C(OC(=O)C1=Cc2ccccc2OC1)C(=O)NC1CCCC1 (stereo not given),8,-7,1,-1,1.1,-6,25,0.9,-20,5.6
CCCCc1cc(=O)oc2cc(C)c(CN3CCCC3)c(O)c12,12,-5,1,3,1.1,-7,-8,0.9,-6,1.6
Cc1cnc(C(=O)OCC(=O)NC2CCCCCC2)cn1,-6,1,1,-4,1.1,-5,-10,1.1,-2,0.7
O=C(CSc1ccccn1)NCc1ccc2c(c1)OCO2,-1,-20,1,-4,1,-2,2,1,-5,-0.5
Cc1ccc(C(=O)NC2CCSC2=O)cc1 (stereo not given),26,x,1,-2,1.1,-5,-4,0.7,-9,1.4
O=C(CN(Cc1cccs1)C(=O)CCC(=O)Nc1nccs1)NCc1ccccc1,4,3,1,0,1.1,-6,-6,1,-8,1.8
O=C(Oc1oc(-c2ccco2)nc1C=Nc1ccccc1)c1ccoc1,-4,16,1,-5,1,-2,-6,1,-11,1.6
CS(=O)(=O)N(CC(=O)N1CCN(c2ccc(F)cc2)CC1)c1ccc(F)c(Cl)c1,6,-8,1,-3,1,-4,-2,0.9,-5,-0.1
COc1ccc(NC2SC(=O)N(CC(=O)O)C2=O)cc1 (stereo not given),6,-9,1.1,-6,1.1,-8,4,0.9,-9,0.3
O=C(CC(Nc1ccccc1Cl)C(=O)OCC(=O)c1cccs1)c1ccccc1 (stereo not given),24,-73,1,-3,1,-4,-1,0.8,-9,19*
CCCCN(C)C(=O)c1ccc2c(c1)N(CC)C(=O)c1ccccc1S2(=O)=O,2,-40,1,-4,1.1,-5,-7,1,-13,2.0
CN(C)c1nnnn1-c1ccc(Cl)cc1,2,12,1,-3,1.1,-5,2,1,-10,-0.4
CSCCC(NC(N)=O)C(=O)N(C)CC(=O)Nc1cc(C)ccc1C (stereo not given),0,0,1,-1,1.1,-9,-1,1,-7,0.3
O=C(Nc1ccccc1)Nc1ccc(F)c([N+](=O)[O-])c1,-15,-18,1.1,-8,0.9,10,13,1.1,-6,1.8
COc1ccccc1NC(=O)COc1ccc(Br)cc1CNC1CCCC1,-23,4,1.1,-7,1,-3,94*,1.2,-18,-0.1
CCNC(=S)NNC(=O)c1cc(-c2ccc(OCC)cc2)nc2ccccc12,-27,-127,1.1,-6,0,98*,30,1.3,-21,0.0
CCc1nc2sc3c(c2c(=O)n1N)CCC3,5,-6,1,-3,1,-1,-9,0.9,-11,-0.4
COC(=O)c1nnn(-c2nonc2N)c1COc1ccc(C=O)cc1OC,1,12,1,0,1,-1,2,1,1,2.2
CCC/C=C(\CCC)C(NS(=O)(=O)c1cccc2cccnc12)c1ccc(C(=O)OC)cc1 (stereo not given),12,-19,1,-5,0.9,6,2,0.9,-10,13*
CCCCC(=O)c1c(O)c2ccccc2oc1=O,5,-29,1,-4,0.9,7,-1,1,-12,-0.6
CCN(CC)C(=O)c1cn(C)c2ccc(S(=O)(=O)N(CC)CC)cc2c1=O,6,-6,1,-5,1.1,-10,-5,0.9,-8,0.2
COc1ccc(N2CC(C(=O)Nc3nnc(SCC(=O)c4ccccc4)s3)CC2=O)cc1 (stereo not given),-9,-12,1,-1,1.1,-5,40,1.1,-8,4.0
COC(=O)c1ccc(NC2CC(=O)N(c3ccccc3C)C2=O)cc1 (stereo not given),-6,-7,1.1,-6,1,-1,-4,1.1,-7,1.7
CCS(=O)(=O)N1Cc2ccccc2CC1C(=O)Nc1nc2c(C)cccc2s1 (stereo not given),7,-11,1,-2,1,0,55*,0.9,-15,2.7
CCCn1c(NCc2cccc(OC)c2OC)nc2ccccc21,0,-7,1,-2,1,3,8,1,-6,1.7
CCOc1cc(/C=C(\C#N)C(=O)Nc2ccccc2[N+](=O)[O-])ccc1OCc1cccc2ccccc12,-5,0,1,0,1.1,-5,-2,1.1,1,4.9
C/C(=N\Nc1cccc2cccnc12)c1ccc(C)cc1,17,-137,1,-1,0.4,62*,-1,0.8,-23,0.6
COc1ccc(Cl)cc1NC(=O)CN1C(=O)CSC1=O,-1,-10,1,0,1.1,-6,-1,1,11,1.5
CCOc1cc(C)nc(N2CCCC(C(=O)NCc3ccccc3F)C2)n1 (stereo not given),2,-1,1.1,-6,1,-4,0,1,-11,-0.5
COc1ccc2nc(NC(=O)c3ccc(-n4nc(C)cc4C)cc3)sc2c1,1,-7,1,2,1,-2,-4,1,-8,6.6
CCN1CCN(C(=O)Cn2ncc3ccsc3c2=O)CC1,8,1,1.1,-6,1.1,-6,8,0.9,-7,0.0
COc1cccc(-c2nc(=S)c3c(n2CCCO)CCCC3)c1,-3,-2,1.1,-6,1.1,-7,-5,1,-7,0.3
Cc1nn(C)c(C)c1NC(=O)Nc1cccc(C(F)(F)F)c1,6,4,1.1,-5,1,-4,-5,0.9,-11,0.8
NC(=O)NNc1ncc(C(F)(F)F)cc1Cl,-8,-6,1,-1,1,-2,-4,1.1,-16,0.4
O=C(Nc1cc(C(F)(F)F)ccc1N1CCCCC1)c1ccc(Br)o1,24,-1,1.1,-8,1.1,-7,0,0.8,-13,11*

# Six compounds drawn at random from the list so far:
SMILES,bIAP inhibitor,APP transl inh,TNAP act hi DEA,TNAP inh hi DEA,FLuc act counter,FLuc inh counter,L major viab,bIAP activator,TNAP inh no acc,RAM inhibit
O=C(Nc1cc(C(F)(F)F)ccc1N1CCCCC1)c1ccc(Br)o1,24,-1,1.1,-8,1.1,-7,0,0.8,-13,11*
CCOc1cc(/C=C(\C#N)C(=O)Nc2ccccc2[N+](=O)[O-])ccc1OCc1cccc2ccccc12,-5,0,1,0,1.1,-5,-2,1.1,1,4.9
CCOc1cc(C)nc(N2CCCC(C(=O)NCc3ccccc3F)C2)n1 (stereo not given),2,-1,1.1,-6,1,-4,0,1,-11,-0.5
CCS(=O)(=O)N1Cc2ccccc2CC1C(=O)Nc1nc2c(C)cccc2s1 (stereo not given),7,-11,1,-2,1,0,55*,0.9,-15,2.7
C/C(=N\Nc1cccc2cccnc12)c1ccc(C)cc1,17,-137,1,-1,0.4,62*,-1,0.8,-23,0.6
COc1ccc2nc(NC(=O)c3ccc(-n4nc(C)cc4C)cc3)sc2c1,1,-7,1,2,1,-2,-4,1,-8,6.6

# Following part:
SMILES,bIAP inhibitor,APP transl inh,TNAP act hi DEA,TNAP inh hi DEA,FLuc act counter,FLuc inh counter,L major viab,bIAP activator,TNAP inh no acc,RAM inhibit
Cc1ccc(-c2ccc(=O)n(CC(=O)Nc3cccc(C(=O)N4CCN(C)CC4)c3)n2)cc1,-5,-6,1.1,-7,1,-3,1,1.1,-12,0.5
Fc1cnc(N2CCOCC2)nc1NCc1ccccc1,9,5,1,-4,1.1,-7,1,0.9,-2,3.7
C=CCn1c(SCC(=O)N2CCCCC2)nc(O)cc1=O,7,-3,1.1,-8,1.1,-6,-2,0.9,-23,-0.9
CCc1ccc2c(c1)C(NC(C)=O)C(=O)N2CC (stereo not given),0,5,1,-3,1,2,-7,1,-13,2.4
O=C(CSc1nnc(-c2ccco2)n1CC1CCCO1)c1ccc(F)cc1 (stereo not given),30,-13,1,-1,1,-3,-1,0.7,-8,0.7
COC(=O)C(C)(C(=O)OC)c1ccccc1[N+](=O)[O-],-3,-1,1,-5,1,-1,3,1,-7,0.9
CCc1cccc(NC(=O)CCC(=O)O)c1,-1,-2,1,4,1,-2,52*,1,-6,1.4
O=C(CSCCNS(=O)(=O)c1ccccc1)Nc1ccccc1,9,-7,1,0,1,-4,-1,0.9,-8,0.1
N=C(N)CCCOc1ccccc1-c1ccccc1,9,6,1,-5,1.1,-7,53*,0.9,-20,2.6
Cc1c(C(=O)OC(C)C)sc2nc[nH]c(=O)c12,13,-23,1,-3,1,-1,1,0.9,-8,-1.0
Cc1ccc(-c2nc3c(c(=O)c4ccccc4n3C)c(=O)n2-c2ccccc2)cc1,3,-3,1,4,1,3,34,1,3,1.7
Cc1cc(=O)oc2cc(OCC(=O)c3ccc4c(c3)NC(=O)CO4)ccc12,-1,7,1,2,1,-3,-6,1,2,0.4
Cc1cc(C)c(S(C)(=O)=O)c(=O)[nH]1,-16,19,1,-3,1,2,-5,1.2,-5,-0.1
O=C(CNS(=O)(=O)c1ccccc1)NCc1cccnc1,1,-6,1.1,-6,1,-1,-6,1,1,0.1
CCOc1ccc(C(C)=O)cc1CC(C(N)=O)C(N)=O,11,-8,1,0,1,0,-4,0.9,-16,-0.9
CCOC(=O)N1CCN(C(=O)CSc2ncnc3ccccc23)CC1,-4,-11,1,0,1,4,0,1,-20,1.6
CC(C)C(=O)Nc1ccc(NC(=O)c2ccco2)cn1,5,-26,1.1,-7,0.9,11,-5,0.9,-14,-1.1
